NPR2 activator – GC-B (human) receptor activation. HEK293-GC-B cells, CNP EC30, cGMP TR-FRET; 0% at EC30 CNP, 100% saturating CNP. activation, % at 10 µM. actives 0.11% (n = 370,000). AID 1920062. P20594;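 active = activation at 10 µM reaching about 35% in either raw or pattern-adjusted values, limit read from the data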
UHRF1 MBD2 ctr – human UHRF1 methylated DNA binding inhibitors; Q96T88; UHRF1 binding to methylated oligo, TR-FRET; inhibition, % at 4.4 µM; actives 0.75% (n = 370,000); AID 687016; in the data active = inhibition above about 21%;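 also: UHRF1 SRA domain binding a hemimethylated CpG hairpin DNA probe; 0% = median of test compound wells and 100% = reference inhibitor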
PRMT1 inh – PRMT1 (human) inhibition, primary screen; inhibition, % at 2.79 µM; recombinant PRMT1, activity-based probe fluorescence polarization; actives 1.3% (n = 370,000);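 active = inhibition above about 21% made by adding two undisclosed values, limit read from the data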
Target sequence (Q99873 whole entry, looked up): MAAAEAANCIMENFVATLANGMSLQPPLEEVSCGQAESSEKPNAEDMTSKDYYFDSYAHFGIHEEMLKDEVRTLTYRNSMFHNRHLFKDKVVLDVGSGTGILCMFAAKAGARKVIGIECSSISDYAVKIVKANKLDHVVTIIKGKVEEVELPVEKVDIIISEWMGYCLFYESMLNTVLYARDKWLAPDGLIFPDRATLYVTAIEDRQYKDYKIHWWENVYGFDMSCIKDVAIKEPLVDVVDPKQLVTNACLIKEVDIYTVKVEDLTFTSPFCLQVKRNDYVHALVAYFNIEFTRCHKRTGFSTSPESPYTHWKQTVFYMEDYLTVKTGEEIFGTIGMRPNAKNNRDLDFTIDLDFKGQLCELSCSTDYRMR
rCAG RNA binder – r(CAG) repeat RNA binding; actives 1.3% (n = 370,000); TO-PRO-1 dye displacement fluorescence; AID 651821; inhibition, % at 3 µM;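 active = inhibition above the plate cutoff, the mean of all test compounds on that plate plus 3 SD, cut at about 35% in these data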;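 also: 0% = DMSO alone and 100% = 100 µM mitoxantrone as full dye displacement; higher means more dye released from RNA so lower well fluorescence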
HTRA1 inh – inhibitors of human serine peptidase HTRA1; AID 504803; recombinant HTRA1, FP-rhodamine activity-based probe, fluorescence polarization; inhibition, % at 5.96 µM; actives 0.5% (n = 340,000); Q92743; in the data active = inhibition above about 36%;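 also: 0% = enzyme with DMSO and 100% = wells lacking enzyme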
MBD2 inh – MBD2-methylated oligo binding inhibition. Q9UBB5. TR-FRET, MBD2 binding to methylated oligonucleotide. inhibition, % at 4.4 µM. actives 0.31% (n = 370,000). AID 686964; in the data active = inhibition above about 13%
Target sequence (Q9UBB5 whole entry, looked up): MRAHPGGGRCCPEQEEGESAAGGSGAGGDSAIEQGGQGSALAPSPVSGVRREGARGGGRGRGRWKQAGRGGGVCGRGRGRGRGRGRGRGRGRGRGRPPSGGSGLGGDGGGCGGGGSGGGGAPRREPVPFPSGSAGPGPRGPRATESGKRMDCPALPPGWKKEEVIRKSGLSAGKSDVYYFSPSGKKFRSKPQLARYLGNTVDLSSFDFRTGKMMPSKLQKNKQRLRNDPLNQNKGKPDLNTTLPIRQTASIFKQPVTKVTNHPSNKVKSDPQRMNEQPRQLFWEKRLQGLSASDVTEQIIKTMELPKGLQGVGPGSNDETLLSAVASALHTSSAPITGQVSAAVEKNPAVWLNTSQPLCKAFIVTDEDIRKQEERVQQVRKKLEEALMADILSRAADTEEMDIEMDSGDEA
TCR CD3 inh – inhibitors of human TCR-CD3 interaction | TAMRA-labeled TCR probe fluorescence, biochemical | inhibition, % at 9.4 µM | actives 0.37% (n = 360,000); in the data active = inhibition above about 19%;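 also: recombinant mutant TCR 2C K166C tagged with TAMRA read by polarization; 0% = receptor in buffer alone and 100% = receptor with positive control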
mABHD4 FP – inhibits mouse alpha/beta hydrolase domain 4; Q8VD66; purified mABHD4, FP-Rh probe fluorescence polarization; inhibition, % at 8.92 µM; actives 0.54% (n = 370,000);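 active = inhibition exceeding the mean over every tested compound plus 3 SD, cut at about 30% in these data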;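 also: 0% = plate median of compound wells and 100% = S159A mutant with DMSO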
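Assay system: Wild-type mouse ABHD4 protein | Medium: HEPES pH 7.0 buffer, 150 mM NaCl, 0.01% Pluronic F-127 | Incubation: Enzyme–compound pre-incubation 45 min, then probe 60 min, both 25 °C | Technique: Fluorescence polarization with parallel and perpendicular emission, 525/598 nm | Evaluation: % inhibition of FP-Rh probe binding versus controls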
SIAE inh – inhibitors of human sialic acid acetylesterase SIAE. SIAE FP-Rh probe binding, fluorescence polarization. inhibition, % at 9.66 µM. actives 0.69% (n = 370,000). AID 1053197;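 active = inhibition above a cutoff: mean of compounds within the control limits plus 3 SD of those, cut at about 17% in these data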;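 also: 0% = plate median of compound wells and 100% = probe without SIAE protein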
GC-A act – GC-A (human) enzyme activation; actives 0.14% (n = 370,000); activation, % at 10 µM; AID 1671463; HEK293 GC-A cells, cGMP TR-FRET, EC30 ANP; 0% at EC30 ANP, 100% saturating ANP; in the data active = activation above about 40%
Active calls of the source: *; · = not tested or not shown. Not all compounds are listed; the hit share may differ from the screen's.

Results follow in this order: rCAG RNA binder	MBD2 inh	UHRF1 MBD2 ctr	PRMT1 inh	NPR2 activator	GC-A act	TCR CD3 inh	mABHD4 FP	HTRA1 inh	SIAE inh
- CC1=C(C(=O)N2CCCCCC2)CC(CC(=O)NC2CCCC2)C(=O)N1Cc1ccc(F)cc1 (stereo unspecified)
 : 0	-7	-2	-1	1	-5	0	2	·	2
- CCOC(=O)c1ccc(S(=O)(=O)NNC(=O)COc2ccc(C)cc2)cc1
 : 12	0	4	2	-2	-3	2	3	3	8
- Cc1ccc([C@@H]2CC(=O)[C@@H]3CN(S(=O)(=O)c4ccc(C)cc4)[C@H](c4ccccc4F)C[C@@H]3N2S(=O)(=O)c2ccc(C)cc2)cc1
 : 10	-2	0	2	-1	-1	-6	4	·	-9
- COc1ccc(CCC(=O)Nc2ccc3c(c2)OCCO3)cc1
 : -2	-2	-2	2	1	-1	2	4	-4	-3
- COc1ccc(-c2cc(C)no2)cc1S(=O)(=O)N1CC(=O)Nc2ccccc21
 : 6	0	2	3	-9	-3	-5	-9	-10	-3
- CC(=O)N1CC2(NC(=O)c3ccccc3N2)c2ccccc21 (stereo unspecified)
 : 1	-5	-2	-4	0	-1	3	5	3	3
- O=C1c2ccccc2C(c2nnnn2-c2ccc3c(c2)OCCO3)N1Cc1cccnc1 (stereo unspecified)
 : 2	-1	-6	-2	5	1	2	3	·	25*
- COc1ccc(C2OC(=O)CC2C(=O)NC(C)C)cc1 (stereo unspecified)
 : 3	-3	-4	-1	4	0	-2	5	2	-4
- NS(=O)(=O)c1ccc(CCNc2ccn3nc(-c4ccc(OCCN5CCOCC5)cc4)cc3n2)cc1
 : 2	2	7	-5	2	-2	-9	-18	·	-6
- COc1cccc(-c2nc(CS(=O)(=O)CC(=O)Nc3ccc(F)cc3F)c(C)o2)c1
 : -3	2	5	7	2	-13	-1	-4	-4	-1
- Cc1cc(C)c(NC(=O)COC(=O)/C=C/c2cccc(C(F)(F)F)c2)c(C)c1
 : 0	-3	-1	-3	4	4	5	6	-2	2
- c1ccc(-c2ccccc2OCCCN2CCOCC2)cc1
 : -6	0	2	1	-3	-3	2	12	4	0
- CCCCCC(O)C=CC1C(O)CC(O)C1CC=CCCCC(=O)O (stereo unspecified)
 : 5	1	2	-2	-5	1	-4	4	8	-1
- COc1ccc(/C=N/n2cncn2)cc1Cn1cc([N+](=O)[O-])cn1
 : 0	3	1	2	-3	1	2	6	·	0
- CC(=O)c1ccc(OCC(=O)N(C)C2CCS(=O)(=O)C2)cc1 (stereo unspecified)
 : 3	1	2	-2	0	0	1	-4	3	-3
- Cc1onc(-c2ccccc2)c1-c1n[nH]c(=S)n1-c1ccccc1Cl
 : 10	8	2	12	4	-1	-3	-10	6	4
- O=c1[nH]c(C2CCN(S(=O)(=O)Cc3ccccc3)CC2)nc2c1nnn2Cc1cccc(Cl)c1
 : 16	-6	2	1	-1	-5	-1	2	-31	-4
- COC(=O)c1sc(N)c(C(=O)OC)c1COC(=O)CNS(=O)(=O)c1ccc(C)cc1
 : 4	4	0	0	-2	-6	5	-12	-6	4
- CCCCCC(=O)N1C[C@@H](n2cc(C3CC3)nn2)[C@H](O)C[C@@H]1c1ccc(Cl)cc1
 : 2	6	3	6	-8	-22	-3	-18	-7	-5
- COc1ccc(N2CCN(C(C)C(=O)N3CCCC3)CC2)cc1 (stereo unspecified)
 : -2	1	-1	1	3	1	3	10	10	3
- CCOC(=O)c1c(NC(=S)N2CCOCC2)sc2c1CCN(C(=O)OCC)C2
 : 7	-3	1	5	4	14	-3	-5	·	2
- COc1ccc2c(c1)-c1nc(NC(=O)c3cccs3)sc1CC2
 : 10	-5	8	5	-6	0	0	3	-31	-13
- CCCCCn1nc(C)c(/C=N/NC(=O)c2ccoc2C)c1C
 : -7	4	-3	1	5	11	1	11	-4	1
- Cc1cccc2sc(NNC(=O)c3cc(-c4cccs4)nc4ccccc34)nc12
 : 38*	-4	-2	-2	-3	-8	-11	-1	44*	-4
- Cc1ccc(OCC(O)CNCc2ccc(F)cc2)cc1 (stereo unspecified)
 : -5	-2	1	-6	-1	1	10	3	-3	1
- N/C(=N/O)C(c1ccccc1)c1ccccc1
 : 3	-6	-1	-4	0	1	7	11	6	-3
- Cc1nn(C)c(Cl)c1C(=O)NCC(=O)Nc1ccc(C(C)C)cc1
 : -3	-6	0	-4	-3	-7	2	1	-2	8
- [S-]c1nnc(-c2ccc(Br)cc2)n1-c1ccccc1.[Zn+2]
 : 1	1	-1	3	-2	16	5	5	1	-4
- CCn1c(=S)sc2c(=O)n(CC(=O)Nc3cccc(Br)c3)c(C)nc21
 : 19	-4	1	4	-2	0	-2	-26	-38	-15
- CC1CN(S(=O)(=O)c2cccc(C(=O)Nc3ccccc3N3CCCC3)c2)CC(C)O1 (stereo unspecified)
 : -6	2	2	5	-8	-3	-13	-5	-5	10
- Cc1nn(-c2ncc(C(F)(F)F)cc2Cl)c(=O)n1-c1ccccc1Cl
 : -4	-5	3	-2	5	0	2	2	1	-5
- COC(=O)c1ccccc1COn1c(=O)c[n+]([O-])c2ccccc21
 : 0	-6	-5	-2	-8	-10	6	-2	-4	6
- CCc1nnc(NS(=O)(=O)c2ccc(NC(=O)Nc3ccc(OC)cc3)cc2)s1
 : 54*	1	0	-5	2	3	0	7	-1	-3
- COc1ccc(OCC(N)=O)cc1
 : 0	1	0	-2	-1	3	-7	-2	1	-2
- COc1cc(CNCC(C)C)cc(Br)c1OCC(=O)Nc1ccccc1
 : 3	-1	-2	-3	-3	1	3	1	3	-2
- Cn1cc(C(=O)N2CCN(c3ccccc3)CC2)c(=O)c2cc(S(=O)(=O)N3CCOCC3)ccc21
 : -2	3	0	2	-6	3	3	6	1	7
- Cc1oc(-c2ccccc2)nc1Cn1cccc1C1=NC(c2ccccc2)CO1 (stereo unspecified)
 : 2	4	2	0	-9	-2	0	-6	-39	-6
- Cc1ccc2c(n1)sc1c(N)ncnc12
 : -1	6	2	0	2	10	-8	7	-6	-9
- COc1ccc(NC(=O)c2ccc(-c3ccc(-c4noc(C)n4)cc3C)cc2)cc1N1CCN(C)CC1
 : 3	10	1	4	-16	-7	-6	10	2	2
- COc1ccc(CNC(=O)C2CCCN(S(=O)(=O)N3CC(C)CC(C)C3)C2)c(OC)c1 (stereo unspecified)
 : -7	2	2	0	4	-5	2	4	-4	4
- CC(C)N(CCNC(=O)C1CCC(=O)N1Cc1ccc(F)cc1)Cc1ccccc1 (stereo unspecified)
 : -1	4	1	2	-5	-5	-5	-10	1	3
- COc1cccc(CN2CCC(C(=O)NC(c3ccc4c(c3)OCO4)c3ccccn3)CC2)c1 (stereo unspecified)
 : 1	0	-2	-4	-4	1	2	-3	·	-1
- O=C(CN(Cc1ccccc1Cl)C(=O)c1csnn1)NCc1ccccc1
 : 2	1	2	-4	2	-3	-4	-4	2	-3
- NC(=O)c1ccsc1NC(=O)COC(=O)c1cc(=O)[nH]c2ccccc12
 : 8	-2	-2	-3	-7	1	12	-5	-3	-29
- COC(=O)Cn1c(C)c(/C=C/c2cc[n+](C)cc2)c2ccccc21
 : -117	-58	-205	-32	-14	-13	13	0	1	4
- CC1=CC(=C(C#N)c2nc3ccccc3s2)C=C(C)N1CC1CCCO1 (stereo unspecified)
 : 8	2	-4	2	-15	-1	-3	11	10	2
- COc1ccc(Cc2nnc(SCC(=O)c3ccc4c(c3)OCO4)o2)cc1
 : 6	1	-1	0	-1	2	-2	-6	-3	-4
- Cc1c(NC(=O)CSc2nnc(-c3cccc(Cl)c3)o2)c(=O)n(-c2ccccc2)n1C
 : -2	-2	1	2	5	0	2	-3	7	1
- COc1ccc(-c2cc(C(=O)N3CCN(c4ccccc4O)CC3)c3ccccc3n2)cc1OC
 : 8	1	-1	0	5	6	-7	8	-25	-2
- COc1cc(-c2n[nH]c(=S)n2-c2cc(C(F)(F)F)ccc2Cl)cc(OC)c1OC
 : 7	1	-2	3	-6	-4	3	6	0	3
- Cc1cccc(C)c1N(CC(=O)NCc1ccco1)C(=O)CNS(=O)(=O)c1ccc(F)cc1
 : -4	-3	-1	-5	-6	-4	-2	0	-2	4
- CCOc1ccc(NC(=O)CN(C)C(=O)C2(c3ccccc3)CC2)cc1OCC
 : -5	0	-2	-4	-2	1	4	-3	-1	13
- O=C(Nc1ccccc1F)Oc1cccc(OC(=O)Nc2ccccc2F)c1
 : 0	1	0	2	4	0	-2	0	-1	-7
- CCOP(=O)(OCC)C(Nc1ccc([N+](=O)[O-])cc1)c1ccc(Cl)cc1 (stereo unspecified)
 : -4	1	-1	0	-5	-8	0	5	-14	1
- CCCCC(C(=O)NC(C)c1ccccc1)C(=O)NC(C)c1ccccc1 (stereo unspecified)
 : -2	-5	2	7	-6	-1	-2	-3	-9	-5
- CCCCn1c(N)c(N(CCOC)C(=O)CN2C(=O)C3CCCCC3C2=O)c(=O)[nH]c1=O (stereo unspecified)
 : 1	7	3	3	1	2	0	-10	3	-5
- CCc1nnc(NS(=O)(=O)c2ccc(NCc3cc(Cl)cc(Cl)c3O)cc2)s1
 : 70*	-6	3	2	12	3	1	-23	-11	10
- CCOC(=O)c1nnn(-c2nonc2N)c1CN(C)C1CCCCC1
 : -7	3	2	0	-3	-2	-5	1	-1	-1
- Clc1ccc2nc(N3CCN(c4ccccc4)CC3)sc2c1
 : -1	-5	3	0	7	2	-4	6	-7	0
- Oc1ccc(N2CCN(C(c3cccnc3)c3nnnn3Cc3ccccc3)CC2)cc1 (stereo unspecified)
 : 0	2	0	13	2	-1	-2	10	9	2

Later entries:
Results follow in this order: rCAG RNA binder	MBD2 inh	UHRF1 MBD2 ctr	PRMT1 inh	NPR2 activator	GC-A act	TCR CD3 inh	mABHD4 FP	HTRA1 inh	SIAE inh
- Cc1ccc(C(=O)NCCCNC(=O)c2ccc(C)nc2)cc1
 : -2	-1	2	1	2	2	4	-1	11	-2
- Cc1ccc(N2C(=O)CC(Sc3ccccc3C(=O)O)C2=O)c([N+](=O)[O-])c1 (stereo unspecified)
 : 11	5	-1	63*	-6	2	3	9	-1	5
- N/C(CCS(=O)(=O)c1ccc(Cl)cc1)=N\OC(=O)c1ccc(Cl)cc1
 : -3	2	12	3	-5	4	5	6	3	-3
- Cc1cc(-c2ccccc2)c(C#N)c(=S)[nH]1
 : 1	3	3	19	4	3	-10	6	2	-1
- CCCOC(=O)c1ccc(NC(=O)CCOc2ccccc2)cc1
 : -3	-3	-1	-4	-2	3	8	-9	-20	-3
- C=CCNC(=O)C1CC(=O)N(c2ccc(OCC(=O)Nc3ccc(OC)cc3)cc2)C1 (stereo unspecified)
 : -4	5	-2	-2	3	-3	0	4	-5	-1
- COc1ccc(CCNC(=O)C(C)OC(=O)c2ccco2)cc1OC (stereo unspecified)
 : -3	2	-1	2	6	11	-1	6	1	4
- O=C(CN1C(=O)CC(c2ccccc2)=Nc2ccccc21)NCc1ccccc1
 : 3	4	-3	-1	0	5	-5	0	-10	-3

Limited to GC-A act and SIAE inh, for 3 of the compounds above:
Molecule | GC-A act | SIAE inh
Cc1ccc(OCC(O)CNCc2ccc(F)cc2)cc1 (stereo unspecified) | 1 | 1
N/C(=N/O)C(c1ccccc1)c1ccccc1 | 1 | -3
Cc1nn(C)c(Cl)c1C(=O)NCC(=O)Nc1ccc(C(C)C)cc1 | -7 | 8
